NOD2-RIPK2 inh = NOD2-RIPK2 binding disruptors in cells, primary screen, fluorescence, CHO cells, BLA complementation | inhibition, % at 4.98 µM | CCF4 ratio | actives 0.38% (n = 360,000); in the data active means inhibition above about 21%;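 further: 0% = vehicle only and 100% = reference blocker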
NR2F2 inh = NR2F2 transcriptional activity inhibitors, primary screen, cell-based, luciferase reporter, HEK293T, luminescence. actives 0.7% (n = 370,000). COUP transcription factor 2 (Homo sapiens), P24468. inhibition, % at 8.6 µM. HEK293T NGFI-A luciferase reporter;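 active means inhibition above a per-plate cutoff, mean inhibition of test wells between control levels plus 3 SD, cut at about 38% in these data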;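 further: cells cotransfected with COUP-TFII expression vector driving the NGFI-A reporter; 0% = median of COUP-TF2 test wells and 100% = reporter-only cells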
SRC1 inh = SRC1 coactivator transcriptional activity inhibitors, primary screen, cell-based, luminescence; Nuclear receptor coactivator 1 (Homo sapiens), Q15788; HEK293 GAL4-SRC1 luciferase reporter; inhibition, % at 3.6 µM; actives 0.12% (n = 360,000);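 active means inhibition above the campaign mean plus 3 SD, with each screening campaign given its own cutoff, cut at about 60% in these data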;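 further: 0% = DMSO treated cells and 100% = gossypol at 36 µM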
Granule exo inh = LAMP-1 surface exposure blockers, TALL-104 cells – cell-based, flow cytometry, MLPCN library, primary screen | TALL-104 LAMP-1 surface exposure; cells stimulated with thapsigargin and PMA | inhibition, % at 10 µM | actives 0.66% (n = 360,000) | AID 651702, 2012;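 active means inhibition above about 55%, limit read from the data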
TROY NFkB inh = inhibitors of TROY-driven NF-kB signaling, primary screen, Q293 LMP1-TROYcd cells, NF-kB luciferase, uHTS; Q293 LMP1-TROYcd NF-kB luciferase reporter, 4 h; inhibition, % at 10 µM; actives 0.98% (n = 360,000); AID 1347056, 2019;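 active means compounds whose plate-normalised and pattern-corrected inhibition of the luciferase reporter signal at the single screening dose is 50% or more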
NCOA2 inhibitor = inhibition of GAL4-SRC2 driven luciferase reporter, primary screen, SRC2 inhibitor project, cell-based, luminescence; Nuclear receptor coactivator 2 (Homo sapiens), Q15596; HEK293 GAL4-SRC2 luciferase reporter; inhibition, % at 9 µM; actives 0.17% (n = 370,000);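 active means inhibition above the mean inhibition of all tested compounds plus 3 SD, set per campaign, cut at about 52% in these data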;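 further: 0% = DMSO treated cells and 100% = cells given Gossypol at 36 µM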
Target sequence (Q15596 whole entry, looked up, the tested form may be a part): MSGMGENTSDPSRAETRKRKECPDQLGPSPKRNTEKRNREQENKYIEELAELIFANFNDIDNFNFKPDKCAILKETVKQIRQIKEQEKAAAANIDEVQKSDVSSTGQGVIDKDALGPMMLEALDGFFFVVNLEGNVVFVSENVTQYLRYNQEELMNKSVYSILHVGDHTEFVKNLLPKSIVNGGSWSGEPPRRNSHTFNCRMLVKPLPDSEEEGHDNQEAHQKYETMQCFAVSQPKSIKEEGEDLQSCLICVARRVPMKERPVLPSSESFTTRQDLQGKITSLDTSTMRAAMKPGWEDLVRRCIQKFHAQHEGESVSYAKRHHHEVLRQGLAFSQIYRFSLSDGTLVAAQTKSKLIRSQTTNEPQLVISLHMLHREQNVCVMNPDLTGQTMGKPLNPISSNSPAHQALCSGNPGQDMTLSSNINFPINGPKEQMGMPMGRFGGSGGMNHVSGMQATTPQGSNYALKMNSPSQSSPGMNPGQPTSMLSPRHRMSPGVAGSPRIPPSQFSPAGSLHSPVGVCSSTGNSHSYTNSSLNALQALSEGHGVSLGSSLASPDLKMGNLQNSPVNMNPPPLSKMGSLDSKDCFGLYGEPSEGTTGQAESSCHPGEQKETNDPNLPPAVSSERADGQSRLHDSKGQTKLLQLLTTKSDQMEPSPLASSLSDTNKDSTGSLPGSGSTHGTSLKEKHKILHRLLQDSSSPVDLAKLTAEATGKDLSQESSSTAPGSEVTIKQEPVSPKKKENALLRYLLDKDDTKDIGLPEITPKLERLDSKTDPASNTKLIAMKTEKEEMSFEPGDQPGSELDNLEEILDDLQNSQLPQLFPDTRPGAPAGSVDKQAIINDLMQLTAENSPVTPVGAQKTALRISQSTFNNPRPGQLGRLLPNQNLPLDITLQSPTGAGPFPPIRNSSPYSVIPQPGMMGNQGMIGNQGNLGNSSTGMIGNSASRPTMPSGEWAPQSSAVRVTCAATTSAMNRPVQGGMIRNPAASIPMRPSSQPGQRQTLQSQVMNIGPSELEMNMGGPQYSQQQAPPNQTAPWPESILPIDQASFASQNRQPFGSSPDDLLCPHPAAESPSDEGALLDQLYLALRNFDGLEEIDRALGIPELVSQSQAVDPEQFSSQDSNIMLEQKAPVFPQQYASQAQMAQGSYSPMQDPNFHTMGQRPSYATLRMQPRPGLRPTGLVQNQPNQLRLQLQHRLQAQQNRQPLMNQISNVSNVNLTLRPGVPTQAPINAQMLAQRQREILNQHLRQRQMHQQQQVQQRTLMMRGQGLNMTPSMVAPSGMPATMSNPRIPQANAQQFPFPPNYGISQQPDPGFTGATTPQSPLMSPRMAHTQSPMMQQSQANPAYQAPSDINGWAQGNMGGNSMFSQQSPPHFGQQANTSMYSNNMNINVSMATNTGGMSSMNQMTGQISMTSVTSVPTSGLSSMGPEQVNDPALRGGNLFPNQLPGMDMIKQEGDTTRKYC
ABHD5-PLIN5 inh = ABHD5-PLIN5 interaction inhibitors, primary screen, cell lysate, split luciferase complementation, luminescence | Perilipin-5 (Homo sapiens) + 1-acylglycerol-3-phosphate O-acyltransferase ABHD5 (Homo … | Split G. princeps luciferase complementation, 4 h | inhibition, % at 4 µM | actives 0.78% (n = 360,000) | AID 602281, 2012;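 active means inhibition above the mean inhibition across every tested compound plus 3 SD, cut at about 22% in these data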;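 further: 0% = DMSO only wells and the 100% control is not disclosed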
SRC3 inh = SRC3 coactivator transcriptional activity inhibitors, primary screen, cell-based, luminescence; actives 0.17% (n = 360,000); Nuclear receptor coactivator 3 (Homo sapiens), Q9Y6Q9; inhibition, % at 3.6 µM; HEK293 GAL4-SRC3 luciferase reporter;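 active means inhibition above a per-campaign cutoff, the mean of all compounds plus 3 SD, cut at about 60% in these data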;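 further: 0% = DMSO-treated cells and 100% = gossypol-treated cells at 36 µM; higher means less SRC3-driven luciferase light from the GAL4 reporter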
TLR9-MyD88 block = inhibitors of TLR9-MyD88 association in cells, primary screen, cell-based, CHO, BLA complementation, fluorescence | inhibition, % at 4.98 µM | Toll-like receptor 9 (Homo sapiens) + Myeloid differentiation primary response protein … | actives 0.21% (n = 340,000) | CCF4 FRET ratio;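 active means inhibition above the mean over all tested compounds plus 3 SD, cut at about 21% in these data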;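 further: 0% = DMSO only wells and 100% = clavulanate BLA inhibitor control wells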
TWEAK Fn14 block = inhibitors of TWEAK-Fn14 signaling, primary screen, luciferase reporter cells, uHTS. TWEAK-stimulated Fn14 reporter cells, luciferase luminescence, 8 h. actives 2% (n = 360,000). inhibition, % at 10 µM. AID 1159606, 2016; in the data active means inhibition above about 50%
LRH-1 inv ag = LRH-1 (NR5A2) inverse agonists, primary screen, cell-based, luminescence, HEK293T, StAR-luciferase reporter; Nuclear receptor subfamily 5 group A member 2 (Homo sapiens), O00482; LRH-1 transfected, 24 h; inhibition, % at 3.6 µM; actives 0.13% (n = 360,000);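 active means inhibition above the mean inhibition of all tested compounds plus 3 SD, cut at about 73% in these data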;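 further: 0% = DMSO wells and 100% = reporter-only cells lacking LRH-1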
An asterisk follows results filed as active; x = not tested or not shown. This is a subset; rates above refer to the full screens.

SMILES | NOD2-RIPK2 inh | NR2F2 inh | SRC1 inh | Granule exo inh | TROY NFkB inh | NCOA2 inhibitor | ABHD5-PLIN5 inh | SRC3 inh | TLR9-MyD88 block | TWEAK Fn14 block | LRH-1 inv ag
CC(C)(C)OC(=O)C(C)(C)Sc1nnc(N)s1 | -1 | 9 | 10 | -4 | -8 | 21 | 8 | 22 | 0 | 20 | -5
Cc1c(Cl)cccc1NC(=O)CCN1CCCC(C)C1 (stereo unspecified) | -3 | -9 | 6 | 0 | 4 | -1 | 0 | 8 | 5 | -3 | 4
Nc1nc(SCC(=O)Nc2ccc(Cl)cc2C(F)(F)F)n[nH]1 | -1 | -10 | -10 | 1 | 9 | 3 | -3 | 9 | 3 | 1 | 5
CCc1ccc(C(=O)Nc2ccc(C)c(NS(C)(=O)=O)c2)cc1 | -18 | -1 | -7 | 2 | -37 | 7 | 3 | 7 | x | -21 | -48
OC[C@H]1O[C@@H](Oc2ccc(O)cc2)[C@H](O)[C@@H](O)[C@@H]1O | -11 | 10 | -10 | 4 | -3 | -39 | 1 | 40 | -16 | -9 | 20
COc1cc(NC(=O)Cn2nc(C(F)(F)F)c3c2CCCC3)cc(OC)c1OC | 6 | 9 | 8 | -3 | x | -16 | 0 | 1 | -4 | 66* | 6
CCOC(=O)C1CCN(S(=O)(=O)c2ccc(C(C)(C)C)cc2)CC1 | 6 | -6 | -5 | -4 | 7 | -4 | 0 | 12 | 7 | 22 | 4
CCOc1ccc(NC(=O)CCCc2cc(-c3ccc(OCC)cc3)on2)cc1 | -11 | 5 | -44 | -2 | -6 | -14 | 2 | -15 | 2 | -20 | -13
O=[N+]([O-])c1ccc(NCCOc2ccccc2Cl)nc1 | 1 | -13 | -13 | 25 | -34 | -3 | -1 | -15 | 6 | 51* | 4
CSc1ncccc1C(=O)NC(C)C1CC2CCC1C2 (stereo unspecified) | 3 | 5 | -29 | -3 | -7 | -5 | 2 | 14 | -3 | -1 | 14
COc1ccc(CNC(=S)Nc2ccccc2Cl)cc1 | -6 | 5 | -1 | -5 | -9 | -29 | 1 | -10 | -9 | -9 | -10
CC1(C)NC(=O)N(Cc2cc(=O)n3ccsc3n2)C1=O | 5 | -11 | -18 | -3 | 3 | 2 | -2 | 18 | -4 | 5 | 8
COc1ccc(N(C)C(=O)c2cn(CC(C)C)c(=O)c3cc(OC)c(OC)cc23)cc1 | 5 | 1 | -5 | 1 | 8 | -13 | 1 | -8 | -14 | -21 | 5
COC(=O)c1ccc(/C=C/C(=O)OCC(=O)Nc2sccc2C(N)=O)cc1 | 6 | x | -8 | -1 | 45 | x | -8 | -13 | -1 | 68* | -11
COc1cc(OC)cc(C(=O)NC(C(=O)Nc2ccc3c(c2)OCCO3)C(C)C)c1 (stereo unspecified) | -1 | -4 | -21 | -1 | 52* | 15 | -9 | 7 | -1 | 56* | -19

Rewritten as comma-separated lines: 3 of the compounds above
Molecule,NOD2-RIPK2 inh,NR2F2 inh,SRC1 inh,Granule exo inh,TROY NFkB inh,NCOA2 inhibitor,ABHD5-PLIN5 inh,SRC3 inh,TLR9-MyD88 block,TWEAK Fn14 block,LRH-1 inv ag
OC[C@H]1O[C@@H](Oc2ccc(O)cc2)[C@H](O)[C@@H](O)[C@@H]1O,-11,10,-10,4,-3,-39,1,40,-16,-9,20
COc1cc(NC(=O)Cn2nc(C(F)(F)F)c3c2CCCC3)cc(OC)c1OC,6,9,8,-3,x,-16,0,1,-4,66*,6
CCOC(=O)C1CCN(S(=O)(=O)c2ccc(C(C)(C)C)cc2)CC1,6,-6,-5,-4,7,-4,0,12,7,22,4

The listing picks up; the three compounds before the break are reprinted first.
SMILES | NOD2-RIPK2 inh | NR2F2 inh | SRC1 inh | Granule exo inh | TROY NFkB inh | NCOA2 inhibitor | ABHD5-PLIN5 inh | SRC3 inh | TLR9-MyD88 block | TWEAK Fn14 block | LRH-1 inv ag
COc1ccc(N(C)C(=O)c2cn(CC(C)C)c(=O)c3cc(OC)c(OC)cc23)cc1 | 5 | 1 | -5 | 1 | 8 | -13 | 1 | -8 | -14 | -21 | 5
COC(=O)c1ccc(/C=C/C(=O)OCC(=O)Nc2sccc2C(N)=O)cc1 | 6 | x | -8 | -1 | 45 | x | -8 | -13 | -1 | 68* | -11
COc1cc(OC)cc(C(=O)NC(C(=O)Nc2ccc3c(c2)OCCO3)C(C)C)c1 (stereo unspecified) | -1 | -4 | -21 | -1 | 52* | 15 | -9 | 7 | -1 | 56* | -19
O=C(O)CCC(=O)Nc1nc(-c2ccccc2)cs1 | -8 | 0 | -5 | 12 | -9 | -10 | 2 | 15 | -6 | -11 | 7
COc1ccc(C2=NN(C(N)=S)C(c3ccco3)C2)cc1 (stereo unspecified) | -6 | -7 | -28 | 1 | -19 | -43 | 7 | -8 | -17 | -4 | -30
Clc1ccc2c(c1)c1ccccc1n2CN1CCOCC1 | 4 | -7 | -16 | 24 | -19 | -7 | -2 | 5 | 0 | -11 | -7
CN[C@H]1C[C@H]2c3cc(-c4ccccc4)ccc3CCN2C(=O)[C@H]1[C@H](C)O | 4 | -4 | 8 | 1 | 13 | 9 | 2 | -14 | 1 | -11 | -1
CC(Cc1ccccc1)=NNc1ccc([N+](=O)[O-])cc1[N+](=O)[O-] | -19 | 2 | 4 | -7 | 5 | 6 | 5 | -2 | -2 | 3 | 4
CCCCSc1nnc(-c2cc(Br)ccc2N)c(=O)[nH]1 | -14 | -5 | -33 | -2 | -49 | -23 | -13 | -28 | -2 | -3 | -9
CC1(C)CN(Cc2cccnc2)C(=O)[C@H]1CC(=O)Nc1ccc(Br)cc1 | -2 | -14 | -2 | -1 | -1 | 1 | -4 | -1 | -3 | -2 | -21
COc1ccc2c(c1)N1CCN=C1N2C | 2 | -13 | 2 | 0 | -7 | 4 | 6 | -12 | -8 | -13 | -10
CCCCn1c(N)c(N(CC(C)C)C(=O)CCCc2cccs2)c(=O)[nH]c1=O | -96 | 18 | -7 | -10 | 4 | -19 | 3 | 18 | 2 | 22 | -4
CC(=O)Nc1ccc(C(=O)COC(=O)c2ccco2)c(F)c1 | -8 | 3 | -2 | 1 | -38 | -5 | -3 | 14 | -7 | -24 | -3
O=C(COC(=O)COc1ccccc1)NCCC1=CCCCC1 | -3 | 0 | -16 | -2 | -8 | 16 | 4 | 6 | 6 | 19 | 5
O=C(CNS(=O)(=O)c1ccccc1Br)OCC(=O)N1CCc2ccccc21 | -2 | -6 | -12 | 0 | -7 | -13 | 4 | 2 | -6 | 3 | -10
NC(=O)c1ccc(NC(=O)c2ccc(CN3CCOCC3)cc2)cc1 | -4 | -3 | -11 | 2 | 1 | -10 | 2 | -20 | 7 | -4 | -18
COCCNc1nc(NCCN2CCNC2=O)c2sc(-c3ccccc3)cc2n1 | -8 | -17 | 3 | 4 | -74 | -52 | -1 | 1 | x | 2 | 22
Cc1ccc(CNC(=O)c2cc3c(s2)CS(=O)(=O)C3)cc1 | 1 | -4 | 17 | 1 | -2 | -12 | -2 | -26 | 4 | -6 | -12
Cc1ccc(NN2C(=O)C=CC2=O)cc1 | -3 | -8 | -7 | 0 | 36 | -2 | -1 | 16 | -12 | 53* | 11
O=C(NCCOc1ccccc1F)c1ccccc1SCc1ccc(F)cc1 | 0 | 16 | 5 | 2 | -8 | 12 | -8 | -11 | 0 | 23 | -6
Clc1ccc(CCNc2nc3ccccc3n3nnnc23)cc1 | 2 | -17 | -9 | -4 | -4 | -31 | 12 | -9 | -10 | -31 | 6
CCc1ccc(NC(=O)c2cnc3scc(C)n3c2=O)cc1 | 13 | -5 | -38 | -1 | -51 | -17 | -1 | -41 | -9 | -21 | -16
CC1(C)Oc2ccc3ccc(=O)oc3c2[C@H](O)[C@H]1O | -5 | -8 | -18 | 2 | -7 | 5 | -46 | -3 | -1 | 18 | -22
CC1CCCCN1C(=O)COC(=O)c1cccc(NS(=O)(=O)c2ccccc2)c1 (stereo unspecified) | -2 | 21 | -25 | 43 | 11 | 8 | -1 | -32 | -9 | -29 | 2
CCCCOc1ccc(N=Cc2cccs2)cc1 | 4 | -3 | -12 | 3 | -34 | -20 | 7 | 14 | -5 | -15 | -13
CC(=O)Nc1cccc(NC(=O)CSc2nccn2Cc2ccco2)c1 | -11 | 6 | -7 | 0 | -2 | -11 | 1 | 1 | 2 | -8 | -2
C=CCn1c(=O)c(C(=O)NC(C)c2ccccc2)c(O)c2ccccc21 (stereo unspecified) | 3 | 29 | -46 | -5 | 37 | -30 | -1 | -5 | 3 | 3 | 3
CC(C)CCN1C(=O)c2ccc(C(=O)OCn3nnc4ccccc4c3=O)cc2C1=O | -8 | 1 | 13 | 3 | -5 | -8 | 6 | 20 | 4 | -13 | 2
O=S(=O)(c1ccc(Cl)cc1)N1CCC(N2CCCCCC2)CC1 | -5 | 9 | 9 | 0 | -8 | -13 | 2 | -10 | -12 | 0 | 9
CCCCCCC(=O)Nc1nc(C)c(-c2csc(Nc3cc(Cl)ccc3C)n2)s1 | -2 | -5 | -11 | -2 | -18 | -7 | -9 | -8 | -2 | 4 | 11

For convenience, 3 of the compounds above:
SMILES | NOD2-RIPK2 inh | NR2F2 inh | SRC1 inh | Granule exo inh | TROY NFkB inh | NCOA2 inhibitor | ABHD5-PLIN5 inh | SRC3 inh | TLR9-MyD88 block | TWEAK Fn14 block | LRH-1 inv ag
CC(C)CCN1C(=O)c2ccc(C(=O)OCn3nnc4ccccc4c3=O)cc2C1=O | -8 | 1 | 13 | 3 | -5 | -8 | 6 | 20 | 4 | -13 | 2
O=S(=O)(c1ccc(Cl)cc1)N1CCC(N2CCCCCC2)CC1 | -5 | 9 | 9 | 0 | -8 | -13 | 2 | -10 | -12 | 0 | 9
CCCCCCC(=O)Nc1nc(C)c(-c2csc(Nc3cc(Cl)ccc3C)n2)s1 | -2 | -5 | -11 | -2 | -18 | -7 | -9 | -8 | -2 | 4 | 11

Screening results (PubChem BioAssay)
